ABHD4 inh: ABHD4 (mouse) inhibition, primary FP screen; Q8VD66; purified mABHD4, FP-Rh probe fluorescence polarization; inhibition, % at 8.92 µM; actives 0.54% (n = 370,000); AID 720543;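 active means inhibition exceeding the mean over every tested compound plus 3 SD, cut at about 30% in these data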;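 further: 0% = plate median of compound wells and 100% = S159A mutant with DMSO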
Target sequence (Q8VD66 whole entry, looked up): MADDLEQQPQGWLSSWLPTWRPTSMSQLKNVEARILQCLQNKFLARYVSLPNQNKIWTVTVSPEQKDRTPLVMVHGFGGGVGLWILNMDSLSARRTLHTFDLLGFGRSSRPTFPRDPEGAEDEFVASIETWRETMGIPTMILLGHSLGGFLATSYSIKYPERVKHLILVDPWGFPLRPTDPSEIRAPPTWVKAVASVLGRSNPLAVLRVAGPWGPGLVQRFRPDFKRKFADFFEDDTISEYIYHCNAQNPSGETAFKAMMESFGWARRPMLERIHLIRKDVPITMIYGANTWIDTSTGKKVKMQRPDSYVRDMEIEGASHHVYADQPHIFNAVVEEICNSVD
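Test system: mouse ABHD4 enzyme, wild type. Reagent: FP-Rh fluorescent activity-based probe, added after compound pre-incubation. Timing: pre-incubation 45 min, probe exposure 60 min, at 25 °C. Technique: FP readout, ex 525 nm / em 598 nm. Benchmarks: high control S159A mutant with DMSO, low control median of compound wells.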
PG9 Ab binder: binds the HIV-1 gp120 antibody PG9. TR-FRET gp120-PG9 antibody binding. AID 624416. inhibition, % at 6.7 µM. actives 0.43% (n = 360,000); in the data active means inhibition above about 8.5%
ASAP1 inh: ASAP1 ArfGAP inhibition; Q9ULH1; ASAP1-stimulated ARF1 GTP hydrolysis, GDP FP detection; inhibition, % at 16.5 µM; actives 0.19% (n = 360,000); AID 624377; in the data active means inhibition above about 25%;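 further: 0% = vehicle with enzyme and substrate and 100% = no enzyme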
NR1D1 modulator: modulators of human Rev-erb alpha DNA binding; activity, % at 10 µM; Rev-erbα–FITC-DNA binding, fluorescence polarization, 90 min; P20393; actives 0.79% (n = 370,000);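 active means activity above about 14%, limit read from the data; passing the limit was not always enough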;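 further: 0% = DMSO wells with 35 nM protein and 100% = DMSO wells with 750 nM protein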
Target sequence (P20393 whole entry, looked up): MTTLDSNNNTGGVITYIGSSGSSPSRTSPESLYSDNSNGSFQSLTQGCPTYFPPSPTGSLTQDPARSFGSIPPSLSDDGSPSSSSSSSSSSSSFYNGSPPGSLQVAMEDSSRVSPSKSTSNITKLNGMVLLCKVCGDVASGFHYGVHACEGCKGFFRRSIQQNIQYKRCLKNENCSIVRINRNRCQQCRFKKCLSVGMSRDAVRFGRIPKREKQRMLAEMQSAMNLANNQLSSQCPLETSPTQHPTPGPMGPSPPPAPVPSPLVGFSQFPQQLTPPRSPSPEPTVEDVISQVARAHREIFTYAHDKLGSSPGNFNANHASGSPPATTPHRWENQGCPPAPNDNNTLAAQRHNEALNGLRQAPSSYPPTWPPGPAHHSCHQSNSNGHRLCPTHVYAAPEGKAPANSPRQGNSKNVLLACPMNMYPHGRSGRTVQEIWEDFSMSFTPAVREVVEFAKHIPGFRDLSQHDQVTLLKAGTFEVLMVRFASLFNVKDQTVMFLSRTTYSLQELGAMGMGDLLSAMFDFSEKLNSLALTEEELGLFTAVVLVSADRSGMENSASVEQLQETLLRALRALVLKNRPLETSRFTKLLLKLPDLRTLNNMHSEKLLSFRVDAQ
rCAG binder: molecules binding r(CAG) RNA repeats; inhibition, % at 3 µM; actives 1.3% (n = 370,000); r(CAG) RNA repeat, TO-PRO-1 dye displacement fluorescence;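 active means inhibition above the plate cutoff, the mean of all test compounds on that plate plus 3 SD, cut at about 35% in these data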;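 further: 0% = DMSO alone and 100% = 100 µM mitoxantrone as full dye displacement; higher means more dye released from RNA so lower well fluorescence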
GC-B act: GC-B (human) receptor activation | AID 1920062 | HEK293-GC-B cells, CNP EC30, cGMP TR-FRET; 0% at EC30 CNP, 100% saturating CNP | P20594 | actives 0.11% (n = 370,000) | activation, % at 10 µM;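 active means activation at 10 µM reaching about 35% in either raw or pattern-adjusted values, limit read from the data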
HTRA1 inhibitor: HTRA1 (human) protease inhibition; inhibition, % at 5.96 µM; AID 504803; Q92743; actives 0.5% (n = 340,000); recombinant HTRA1, FP-rhodamine activity-based probe, fluorescence polarization; in the data active means inhibition above about 36%;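 further: 0% = enzyme with DMSO and 100% = wells lacking enzyme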
ARFGAP1 inhibitor: rat ARFGAP1 inhibition; Q62848; Arfgap1-stimulated ARF1 GTP hydrolysis, GDP FP detection; inhibition, % at 16.5 µM; actives 0.26% (n = 360,000); AID 651572;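 active means inhibition above a per-plate limit, mean inhibition of low control wells plus 3 SD, cut at about 25% in these data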;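 further: 0% = DMSO wells with enzyme and 100% = wells lacking Arfgap1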
Target sequence (Q62848 1-136 limits assumed): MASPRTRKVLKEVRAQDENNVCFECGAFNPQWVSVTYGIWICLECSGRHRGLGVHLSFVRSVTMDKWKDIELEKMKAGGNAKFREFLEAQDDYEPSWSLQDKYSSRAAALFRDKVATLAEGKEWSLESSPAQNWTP
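Repeats: one replicate per compound; assay system: rat Arfgap1 catalytic domain, aa 1-136; times: enzyme reaction 120 min at 25 °C after 20 min preincubation; detection: FP of antibody-bound GDP Alexa 633 tracer, ex 620/em 688 nm; benchmarks: high control wells lacking Arfgap1, low control full reaction with DMSO; reagent: human ARF1(Δ1-17)-GTP substrate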
GC-A act: GC-A (human) enzyme activation; P16066; actives 0.14% (n = 370,000); HEK293 GC-A cells, cGMP TR-FRET, EC30 ANP; 0% at EC30 ANP, 100% saturating ANP; AID 1671463; activation, % at 10 µM; in the data active means activation above about 40%
SMARCA2 act: activators of SMARCA2 function | MG213 cells, MMTV-luciferase reporter, dexamethasone, overnight | AID 652017 | actives 1% (n = 370,000) | activation, % at 9.1 µM; in the data active means activation above about 7.8%;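 further: 0% = vehicle wells and 100% = reference activator wells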
The depositor's hits bear a star; . = no result given.

SMILES,ABHD4 inh,PG9 Ab binder,ASAP1 inh,NR1D1 modulator,rCAG binder,GC-B act,HTRA1 inhibitor,ARFGAP1 inhibitor,GC-A act,SMARCA2 act
CC12CCC(=O)N1C(C(=O)N1CCN(c3ccccc3)CC1)CS2 (configuration not stated),-3,-0.3,-1,3,-2,5,-4,-12,2,-5
COc1cccc(C(=O)N[C@H](C(=O)N2CCC[C@H]2C(=O)NCc2ccccc2)c2ccccc2)c1,2,-0.7,8,-6,1,-3,.,-2,-3,-3
CCc1ccc(C2(O)CC(C(F)(F)F)=NN2C(=O)Cc2ccc([N+](=O)[O-])cc2)cc1 (configuration not stated),-8,-0.5,-2,0,1,2,-3,12,5,5
N#Cc1ccc(Oc2ccc(-c3cnc4ccccc4n3)cc2)cc1C#N,-3,-0.3,-4,51*,1,-3,2,-9,-1,-1
O=C(CCC(=O)OCc1ccc([N+](=O)[O-])cc1)Nc1ccc(F)cc1,-11,-3.8,-2,1,3,-4,13,-12,-2,-5
O=C(/C=C/c1cccc(F)c1)NNC(=O)c1ccncc1,-3,0.2,-18,-2,1,3,-9,2,2,-4
Cc1ccc([N+](=O)[O-])cc1S(=O)(=O)Nc1ccc(-c2ccc(N3CCCC3)nn2)cc1,13,-0.1,-6,-1,37*,-3,-7,5,-6,-1
CC(C)C[C@H]1COc2cc(N3CCSCC3)ccc2S(=O)(=O)N1,4,0.2,-5,-13,1,4,.,4,4,-5
O=S(=O)(N/N=C1\CCCc2ccccc21)c1ccccc1,0,-1.8,3,4,3,0,-4,-5,1,0
Cn1c(=O)c2c(nc(CN3CCC(C(N)=O)CC3)n2CCCc2ccccc2)n(C)c1=O,3,-0.1,-2,-3,-5,5,8,-8,4,0
CCOC(=O)N1CCN(CC(=O)Nc2cc(OCC)ccc2OCC)CC1,3,-1.3,-4,3,-11,-1,0,-1,2,0
Cc1nc2ccc(NC(=O)c3ccc(S(=O)(=O)N4CCOCC4)cc3)cc2s1,-4,0.6,5,-6,1,6,2,3,8,-3
N#CCc1ccc(NC(=O)c2ccc(S(=O)(=O)N3CCOCC3)cc2)cc1,-6,-0.4,-9,2,-3,1,3,14,0,-2
Cc1cc(C)n(C(=O)CCNC(=O)c2ccccc2Cl)n1,0,0.1,-8,1,-2,1,-4,-10,-1,0
COCCCn1c(=O)c2sccc2n(Cc2ccccc2C)c1=O,3,-2.2,-3,-1,-6,5,8,-15,3,-2
Cc1ccc(-n2c(=O)c(C#N)cc3c(=O)n4ccccc4nc32)cc1,1,-0.8,9,8,-1,-1,-3,6,4,-2
CCOC(=O)N1CCN(c2ccc([N+](=O)[O-])cc2)CC1,-12,-0.9,1,-2,0,4,5,2,-4,0
Cc1ccc(SCCC(=O)N2CCC(C)CC2)cc1,-4,-0.4,-6,12,-7,-4,-8,-2,3,2
Cc1ccc(-c2csc(N(CCO)CCCn3c(C(F)(F)F)nc4cc(C(F)(F)F)ccc43)n2)cc1,-13,-2.0,-5,-5,0,2,-10,7,-1,1
Cc1cc(C)n(CCC(=O)N2c3ccccc3CC2C)n1 (configuration not stated),5,0.7,0,-1,-6,-17,5,5,-19,-1
CC(=O)Nc1ccc(S(=O)(=O)c2ccnc3cc(Cl)ccc23)cc1,-10,-1.2,0,6,2,-3,-11,-6,-2,-4
O=C(CSc1nnc2c(Cl)cc(Cl)cn12)N1CCN(S(=O)(=O)c2ccccc2)CC1,0,-1.3,-10,4,-7,-2,7,-4,-1,-1
O=C(Nc1ccc(S(=O)(=O)Nc2ncccn2)cc1)C1CC(=O)N(c2ccccc2)C1 (configuration not stated),-2,-1.0,-3,1,5,6,-7,-8,3,-2
Cc1ccc(S(=O)(=O)NNC(=O)Nc2ccccc2F)c(C)c1,-2,1.6,2,-4,-4,0,1,3,0,-2

As a working copy, 2 of the compounds above:
SMILES,ABHD4 inh,PG9 Ab binder,ASAP1 inh,NR1D1 modulator,rCAG binder,GC-B act,HTRA1 inhibitor,ARFGAP1 inhibitor,GC-A act,SMARCA2 act
O=C(Nc1ccc(S(=O)(=O)Nc2ncccn2)cc1)C1CC(=O)N(c2ccccc2)C1 (configuration not stated),-2,-1.0,-3,1,5,6,-7,-8,3,-2
Cc1ccc(S(=O)(=O)NNC(=O)Nc2ccccc2F)c(C)c1,-2,1.6,2,-4,-4,0,1,3,0,-2

Ordered by the number under GC-A act (lowest first): some entries from above
Compound	ABHD4 inh	PG9 Ab binder	ASAP1 inh	NR1D1 modulator	GC-B act	HTRA1 inhibitor	ARFGAP1 inhibitor	GC-A act	SMARCA2 act
CC(=O)Nc1ccc(S(=O)(=O)c2ccnc3cc(Cl)ccc23)cc1	-10	-1.2	0	6	-3	-11	-6	-2	-4
Cc1ccc(S(=O)(=O)NNC(=O)Nc2ccccc2F)c(C)c1	-2	1.6	2	-4	0	1	3	0	-2
Cc1ccc(SCCC(=O)N2CCC(C)CC2)cc1	-4	-0.4	-6	12	-4	-8	-2	3	2

(listing goes on)
SMILES,ABHD4 inh,PG9 Ab binder,ASAP1 inh,NR1D1 modulator,rCAG binder,GC-B act,HTRA1 inhibitor,ARFGAP1 inhibitor,GC-A act,SMARCA2 act
Cc1ccc(NC(=O)CC2C(=O)N(Cc3ccccc3)C(=S)N2NC(=O)c2cccc(F)c2)c(C)c1 (configuration not stated),-1,1.2,22,1,7,3,-11,10,4,-1
Cc1cccc(NC(=O)NCc2ccc3c(c2)cc(C)n3C)c1,42*,-0.1,12,5,22,-2,40*,18,2,-3
COc1cc(-c2cc3nc4ccccc4n3c(N)c2C#N)cc(OC)c1OC,1,2.0,-4,-5,7,9,-3,4,20,-2
CC(=O)Nc1ccc(S(=O)(=O)NCc2ccc(C)n2C)cc1,13,-1.5,2,-4,3,3,2,-1,1,6
OCCCNc1ncnc2c1[nH]c1ccccc12,5,-0.7,-5,-4,4,-3,7,-11,-5,-3
O=C(Nc1ccc(NC(=O)c2ccco2)c(Cl)c1)c1ccccc1,-7,-0.2,10,0,1,-5,-11,-9,3,0
COc1cc(/C=C/c2[nH]c(=O)[nH]c(=O)c2[N+](=O)[O-])cc(OC)c1O,-2,-9.2,-4,-2,7,0,-2,-12,-2,-1
COc1ccc([C@H]2CC(=O)C=C(c3ccc(OC)c(F)c3)C2)cc1,4,-1.9,0,2,-1,-6,-11,-6,-2,2
CC(=O)Nc1ccc(NC(=O)C2CCCN2C(=O)NCc2ccccc2)cc1 (configuration not stated),9,1.1,15,4,0,2,0,10,2,-4
CC(=O)c1ccccc1NC(=O)COC(=O)c1c(C)nn(-c2ccccc2)c1C,-1,2.2,1,1,2,-2,-6,-1,-1,1
Cc1ccc(S(=O)(=O)NNc2ccccc2)c(C)c1,15,-0.9,-3,-4,3,2,7,11,-2,2
CC(=O)Nc1ccc(C(=O)Cn2nnc3ccccc3c2=O)cc1,-6,-1.0,-3,-5,-1,2,-1,7,0,5
Cc1ccc(CCNC(=O)CCNS(=O)(=O)c2ccc3c(c2)c(=O)n(C)c(=O)n3C)cc1,1,-0.1,-7,0,-2,6,-3,-6,1,2
CN(C)S(=O)(=O)c1ccc(C(=O)OCC(=O)N2CC3(C)CC2CC(C)(C)C3)cc1 (configuration not stated),-1,-0.4,-4,0,-3,9,3,11,2,-1
CC(C)C1=Nc2cccc3cccc(c23)N1,16,-11,-1,-6,5,1,26,-3,-3,4
C[C@@H]1CN(c2ccc(N3CCNC[C@H]3C)cc2C#N)C[C@H](C)O1,7,0.4,-4,-1,3,3,.,-4,3,1
Cc1ccc(/C(N)=N/OC(=O)c2ccc(Cl)cc2Cl)cc1,-4,0.7,0,-1,3,-3,-86,-2,8,-1
C/C(Cn1cnc([N+](=O)[O-])n1)=N\NC(=O)c1cccc(F)c1,0,-0.9,-1,.,-1,.,0,-1,.,5
N#CC1=C2Nc3ccccc3N2C(=O)NC1(c1ccccc1)C(F)(F)F (configuration not stated),1,1.8,9,7,0,-6,-3,12,3,-2
Cc1ccc(C(=O)NCc2ccco2)cc1S(=O)(=O)Nc1cccc(Cl)c1,-31,-1.0,6,-3,24,-5,-18,-6,-10,-1
Cc1nonc1NC(=O)CSc1ccccn1,6,1.8,7,-3,-3,6,1,3,0,-2
Cn1nc(CC(=O)NCc2ccc(F)cc2)c2ccccc2c1=O,-3,-1.1,-11,-3,2,-8,3,-13,15,-3
Cc1ccc2[nH]c(=O)c(COC(=O)c3cccs3)cc2c1,1,18*,17,33*,2,4,0,3,16,8.6*
O=C(Nc1ccc(C(=O)c2ccccc2)cc1)c1ccccc1,-19,-1.1,-10,-3,1,-6,-36,-7,-4,1
c1csc(-c2nc(NCCCN3CCOCC3)c3ccccc3n2)c1,-8,0.3,5,4,-2,6,-5,2,1,-4
Cc1ccc(NC(=O)COc2coc(CN3CCc4ccccc43)cc2=O)cc1Cl,10,-0.1,8,-10,9,2,2,-11,-2,-3
CC1CCCCC1NC(=O)CCc1nc2sc3c(c2c(=O)[nH]1)CCCC3 (configuration not stated),-1,-0.2,-1,-6,4,-3,-11,0,-4,2
N#C/C(=C/c1ccc(N2CCCCC2)o1)C(=O)Nc1ccc(Cl)cc1,0,-9.8,4,10,-19,4,5,-5,8,5
Cc1cc(=O)[nH]c(SCC(=O)OCc2ccccc2)c1C#N,6,-1.3,11,8,4,-1,2,5,-2,0
Cc1[nH]n(-c2cccc(Cl)c2)c(=O)c1C=NCc1ccco1,4,-0.3,4,-2,1,0,5,11,0,4
O=C(c1ccccc1NS(=O)(=O)c1cccc(C(F)(F)F)c1)N1CCc2ccccc21,-7,-0.1,-6,-2,16,-1,-6,7,-3,-3
CCC1(O)CCCC2C3CCC4CC(=O)CCC4(C)C3C(=O)CC21C (configuration not stated),0,1.5,-2,-2,0,10,6,0,6,-6
Cc1cc(C)n(-c2ccc(C(=O)Nc3cccc(S(=O)(=O)N4CCCC4)c3)cc2)n1,-1,-3.2,3,3,2,5,-5,-10,-1,-5
CNC(=O)C[C@H]1C(=O)N(Cc2ccccc2)C[C@@H]1CSC,6,-0.8,12,2,1,2,0,3,1,-3
O=C(CNCc1ccco1)Nc1ccc(Oc2ccccc2)cc1,10,0.5,-1,3,-5,4,2,-1,2,-1
CCCn1nc(C(=O)Nc2ccc(S(=O)(=O)Nc3nccs3)cc2)c2ccccc2c1=O,-18,0.3,0,4,65*,6,-20,-10,2,-2
N#Cc1c(N)n(CCOC(=O)c2cccc(Br)c2)c2nc3ccccc3nc12,-4,1.3,1,8,15,-10,-17,8,-6,0
O=C(C[n+]1cc(-c2ccccc2)n2c1CCC2)Nc1nc(-c2ccccc2)cs1,-2,-0.8,6,1,18,3,-5,-1,1,-2
O=C(NC(=S)NCCC1=CCCCC1)c1ccc(Br)o1,-11,-1.5,-8,-2,-1,1,-21,-8,-3,4
Cn1c(=O)n(C)c2cc(/C=N/NC(=O)c3ccc(Cl)cc3)ccc21,-3,-1.2,0,-4,-1,-4,-1,3,3,-2
Nc1nonc1-n1nnc(C(=O)N/N=C/c2ccccc2Cl)c1CSc1ccccc1,-8,-3.5,10,-7,5,-12,.,-9,-4,0
O=C(O)c1cncc(Br)c1,1,0.2,9,-4,3,4,1,6,2,3
Cc1cc(-c2nc3ncccc3o2)ccc1NC(=S)NC(=O)c1ccco1,-2,4.1,1,-13,10,1,-1,7,3,2
O=C(NC1CCCC1)C1CC(=O)N(c2ccccc2)C1 (configuration not stated),3,0.1,-12,3,2,0,0,-6,7,3

Bioassay records (PubChem)
